B2AR arrestin – recruits beta-arrestin to the human beta2-adrenergic receptor. Potency, µM (highest dose often 46.1 µM), for the others: at the top dose activation, most hits filed as activators. P07550. actives 0.02% (n = 330,000). beta-arrestin recruitment to beta2AR, cell-based reporter;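 further: potency means the concentration at half of the fitted maximal effect; 0% = DMSO controls and full agonism = EC100 isoproterenol or metaproterenol; nearly all actives have a fitted effect of over 65% in size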
Target sequence (P07550 whole entry, looked up): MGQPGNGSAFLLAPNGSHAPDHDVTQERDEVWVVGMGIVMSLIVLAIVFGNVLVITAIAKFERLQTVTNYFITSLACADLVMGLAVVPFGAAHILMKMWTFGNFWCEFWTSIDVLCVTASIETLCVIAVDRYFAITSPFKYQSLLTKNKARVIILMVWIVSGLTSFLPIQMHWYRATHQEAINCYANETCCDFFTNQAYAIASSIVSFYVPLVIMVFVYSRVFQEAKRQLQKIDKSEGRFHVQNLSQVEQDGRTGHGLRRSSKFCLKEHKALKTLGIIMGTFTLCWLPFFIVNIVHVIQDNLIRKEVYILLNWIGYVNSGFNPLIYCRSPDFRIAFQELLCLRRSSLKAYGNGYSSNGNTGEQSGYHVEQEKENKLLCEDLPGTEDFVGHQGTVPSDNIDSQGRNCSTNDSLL
S-ASM inh – inhibitors of human secretory acid sphingomyelinase; P17405; placental ASM, HMU-PC fluorogenic substrate, 60 min; Potency, µM (top dose mostly 57.5 µM), for the others: top-dose activity change, negative = inhibition, usual class: inhibitors; actives 0.006% (n = 340,000); AID 504937; further: potency means the concentration at half of the fitted maximal effect
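Steps: dispense placental human ASM, pin compound, wait 10 min at room temperature, add HMU-PC0 substrate at 9 uM final, incubate 60 min at 37 °C, add stop solution raising pH to 10, read fluorescence.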
BRCA1 expr up – increases BRCA1 expression | MCF7-BRCA1-FFLuc reporter, luminescence, 48 h; response scale: scaled: vehicle 0%, 10 µM genistein 100% | Potency, µM (top dose mostly 46.1 µM), for the others: at the top dose activation, usual class: activators | actives 1.1% (n = 380,000); further: potency means the concentration at half of the fitted maximal effect; nearly all actives have a fitted effect of over 80% in size; some results filed as inactive show a strong effect at the top dose
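48 h compound treatment of MCF7-BRCA1-FFLuc cells (phenol-red free MEM, 37 °C), then 15 min with luciferase substrate and luminescence imaging.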
TRPV1 agonist – activates the human vanilloid receptor TRPV1 | Q8NER1 | TRPV1-expressing cells, Fluo-8 calcium influx, agonist mode | activation, % at 8.33 µM | actives 0.19% (n = 320,000); in the data active means activation above about 80%; inconclusive means between about 30% and that limit; further: 0% is about no effect
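TRPV1-expressing cells were cultured overnight at 35.5C and loaded with Fluo-8 calcium dye for 40 to 90 min at room temperature. After a 10 s baseline, compound was added and calcium influx was read kinetically for 3 min (ex 480/em 520 nm).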
uPA generation – inhibitors of cell surface uPA generation | AID 540303 | Potency, µM (titrated, usually from 38.3 µM), for the others: at the top dose activity change, negative = inhibition, hits mostly inhibitors | cell surface uPA generation assay, qHTS | actives 0.31% (n = 330,000); active means well fitted inhibition curve with a large enough effect; inconclusive means small, poorly fitted or top-dose-only effect; inactive means no such curve, though single readings can be large or run the other way; tested in mouse RAW 264.7 cells; further: potency means the concentration at half of the fitted maximal effect; on the % scale 0 is the no-effect control and ±100 the full control effect; nearly all actives have a fitted effect of over 55% in size
ELG1 genotoxic – induces genotoxicity in HEK293T cells with luciferase-tagged ELG1 | actives 1.3% (n = 330,000) | Potency, µM (top dose mostly 46 µM), inactives show at the highest dose activity change, positive = activation, usual class: activators | HEK293T ELG1-luciferase reporter, luminescence, 16 h | AID 504466; further: potency means the concentration at half of the fitted maximal effect; % of control where 0% means no effect; nearly all actives have a fitted effect of over 60% in size
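Reporter readout depends on ELG1 protein level, which increases with genetic stress. After 16 hr compound exposure at 37 °C, luciferase activity was quantified using ONE-Glo.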
TSG101-PTAP inh – blocks PTAP/TSG101 interaction to inhibit HIV-1 budding; Potency, µM (series often up to 115 µM), inactives show at the top dose activity change, negative = inhibition, actives largely listed as inhibitors; Q99816; 340,000 tested, under 10 active; Fluorescence polarization, FITC-PTAP peptide / Tsg101 binding; active means well fitted inhibition curve with a large enough effect in the main read-out, with a control signal flat, not every such curve was filed as active; inconclusive means small, poorly fitted or top-dose-only effect, or effect the other way, or a change in a side signal; inactive means no such curve, though single readings can be large or run the other way; further: potency means the concentration at half of the fitted maximal effect; % of control where 0% means no effect
Target sequence (Q99816 whole entry, looked up): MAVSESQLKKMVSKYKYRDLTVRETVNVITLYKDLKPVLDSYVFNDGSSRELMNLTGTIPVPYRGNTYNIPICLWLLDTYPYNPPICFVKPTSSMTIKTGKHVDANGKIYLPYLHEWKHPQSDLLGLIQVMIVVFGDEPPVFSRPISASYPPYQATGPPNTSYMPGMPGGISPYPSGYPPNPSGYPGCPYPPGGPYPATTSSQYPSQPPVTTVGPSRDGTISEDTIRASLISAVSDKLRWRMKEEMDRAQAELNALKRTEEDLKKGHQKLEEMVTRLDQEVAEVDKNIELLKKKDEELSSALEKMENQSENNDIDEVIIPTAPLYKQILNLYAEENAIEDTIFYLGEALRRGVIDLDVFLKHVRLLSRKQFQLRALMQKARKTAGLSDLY
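FP read-out: FITC-PTAP peptide, 50 nM final, binding Tsg101 binding domain, 10 uM final; 20 min, r.t.; 10 mM HEPES pH 7.5, 0.15 M NaCl, 0.01% Tween 20, 3 mM EDTA, 0.1 mM TCEP.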
Integrin act MD – integrin-mediated muscular dystrophy alleviation activation; actives 0.064% (n = 350,000); alpha7betagal myoblasts, beta-gal FDG fluorescence, 48 h; Potency, µM (highest dose often 38.3 µM), without a hit: at the top dose activation, usual class: activators;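 further: potency means the concentration at half of the fitted maximal effect; 100% = response of the positive control SU9516; nearly all actives have a fitted effect of over 60% in size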
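Alpha7betagal+/- myoblasts (passage 13) were plated 16-24 hr, then exposed to compounds (1:260 dilution of DMSO stock) for 48 hours at 37C. After MPER lysis, β-galactosidase reporter activity was read as FDG fluorescence (ex 480/em 540) after 30 minutes.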
p53 reactivation – re-activators of mutant p53 | actives 0.063% (n = 320,000) | AID 504706 | H1299 p53-A138V BP100-luciferase reporter, luminescence, 24 h | Potency, µM (top dose mostly 92.2 µM), for the others: top-dose activity change, positive = activation, usual class: activators; further: potency means the concentration at half of the fitted maximal effect; % of control where 0% means no effect; nearly all actives have a fitted effect of over 45% in size
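H1299 (p53-null), stable ts p53-A138V + BP100-Luc; 1000 cells/well, Opti-MEM/10% FBS; cpd 4 pt, 1:5; 24 h, 37 deg C, 5% CO2; detection reagent 10 min RT; luminescence.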
Eya2 inh – Eya2 (human) phosphatase inhibition; O00167; Potency, µM (doses to about 76.9 µM), for inactives: top-dose activity, negative = inhibition, usual class: inhibitors; AID 488837; actives 0.006% (n = 330,000); recombinant Eya2, OMFP fluorescence dephosphorylation (OMFP is methylfluorescein phosphate); further: potency means the concentration at half of the fitted maximal effect; on the % scale 0 is the no-effect control and ±100 the full control effect
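Eya2 protein (added as 0.2 uM solution) was preincubated with compound for 10 min at ambient temperature in 50 mM HEPES pH 7.5, 50 mM NaCl, 5 uM MgCl2, 0.05% BSA, 1 mM DTT. OMFP (added at 50 uM) then reacted 10 min; fluorescence read at 485/525 nm.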
USP2a inh – blocks human ubiquitin-specific protease USP2a; Potency, µM (series often up to 38.3 µM), for inactives: top-dose activity change, negative = inhibition, actives largely listed as inhibitors; O75604; USP2 core, Ub-CHOP2 coupled fluorogenic reporter, 485/531; actives 0.01% (n = 330,000);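 further: potency means the concentration at half of the fitted maximal effect; plate controls were DMSO wells for no effect and full inhibition by NEM control for full effect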
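USP2 core (10nM final) preincubated 30min RT with compound in 20mM Tris-HCl pH 8.0, 2mM CaCl2, 2mM beta-mercaptoethanol, 0.05% CHAPS; 25nM Ub-CHOP2 plus 25nM reporter substrate added, fluorescence (Ex485/Em531) read after 60min.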
Numbers without * were called inactive; ? = inconclusive; · = no result given; [ ] = remark or other dose. Unless noted, the call rests on the fitted dose curve; in most records, active means well fitted curve in the direction sought with a large enough effect; inconclusive means small, poorly fitted or top-dose-only effect, or another doubt; inactive means no such curve, though single readings can be large; an effect the other way counts as inactive or inconclusive. This is a random part of the collection; 2.6% or so of the library scored in one or more.

SMILES	B2AR arrestin	S-ASM inh	BRCA1 expr up	TRPV1 agonist	uPA generation	ELG1 genotoxic	TSG101-PTAP inh	Integrin act MD	p53 reactivation	Eya2 inh	USP2a inh
CNN/C(N=Cc1ccc([N+](=O)[O-])s1)=N\S(=O)(=O)c1cc(C)c(Cl)cc1SCc1ccccc1	·	-6%	-23%	·	-2%	·	4%	-8%	·	·	·
CCCCn1c(SCC(=O)Nc2cc(C)[nH]n2)nc2ccsc2c1=O	-0.7%	-1%	0%	0	·	1%	-5%	-3%	-14%	0%	-2%
Cc1nc(SCc2ccc(C#N)cc2)n[nH]1	0.2%	1%	51%	5	4%	2%	1%	7%	6%	11%	-1%
Cn1c(=NC(=O)CSCC(=O)N2CCOCC2)sc2ccccc21	0.0%	-1%	-3%	-1	4%	4%	2%	7%	-1%	-11%	0%
COCCN(C(=O)COC(=O)Cc1cccc(OC)c1)c1c(N)n(CC(C)C)c(=O)[nH]c1=O	0.2%	-1%	-18%	0	8%	-3%	2%	28%	3%	4%	-1%
C/C(=C\c1ccc(C)o1)C(=O)c1c(C)cc(C)[nH]c1=O	0.4%	-1%	-3%	-4	5%	0%	-6%	-21%	1%	-13%	-1%
O=S(=O)(c1ccccc1)N1CCN=C1SCc1ccc(Cl)cc1	-0.1%	3%	-1%	-3	2%	-1%	-1%	10%	3%	4%	-12%
O=C(CSc1nnc(CNC(=O)c2cccs2)o1)Nc1ccccc1	0.2%	3%	-26%	-1	1%	-4%	-5%	0%	6%	9%	2%
COc1cc(OC)c(C(=O)Nc2cccc3ccccc23)cc1OC	0.5%	-6%	48%	-3	-12%	0%	2%	20%	5%	0%	1%
O=C(O)CCCCCN1C(=O)C2CCCCC2C1=O (stereo not drawn)	0.1%	-4%	14%	0	1%	2%	3%	12%	2%	-1%	0%
CCN(C[C@H]1N[C@@](CC)(C(=O)OC)[C@H]2C(=O)N(C)C(=O)[C@@H]12)S(=O)(=O)c1ccc(C(F)(F)F)cc1	-0.5%	2%	16%	·	-8%	0%	-4%	-17%	-5%	11%	-1%
CCOC(=O)c1cccc(NC(=O)C(C)N2C(=O)c3ccccc3C2=O)c1 (stereo not drawn)	-0.6%	-4%	9%	1	-7%	0%	-7%	9%	8%	?	-2%
CCN(CC)CCn1c(/N=C/c2ccc(OC)c(OC)c2)nc2ccccc21	·	-1%	0%	·	-1%	·	-1%	1%	·	·	·
CCC1COC(c2cccn2Cc2ccc(Cl)cc2)=N1 (stereo not drawn)	0.0%	-1%	1%	20	1%	0%	-5%	-40%[inhibitor]	7%	-5%	1%
CCN(CC(=O)Nc1cc(S(=O)(=O)N2CCCCC2)ccc1Cl)Cc1ccccc1	0.2%	3%	-65%	10	-9%	-3%	0%	-40%	-8%	-41%	4%
O=C(COC(=O)/C=C/c1ccccc1)Nc1ccc(Cl)cn1	0.0%	2%	-5%	2	0%	-1%	-1%	-19%	6%	10%	0%
CC1(C)Cc2c(sc(N)c2C#N)C(C)(C)N1	0.4%	-3%	-14%	-4	-2%	0%	2%	-8%	2%	1%	0%
COc1ccc(-c2cc3cc(OC)c(OC)cc3c(C)n2)cc1C	-0.2%	-2%	-15%	11	-3%	0%	-1%	24%	-4%	-19%	0%
CCOC(=O)C1CCCN(C(=O)c2cn(CC)c3ccc(S(=O)(=O)N4CCCC4)cc3c2=O)C1 (stereo not drawn)	0.2%	5%	-12%	5	·	5%	-9%	-8%	-6%	-11%	3%
O=C(CNc1cccc(S(=O)(=O)N2CCCC2)c1)Nc1cccc(Br)c1	0.4%	-4%	-39%	10	-1%	?	0%	-35%	0%	-3%	-2%
C/C(=N\NC(=S)Nc1cccc(C)c1)c1ccco1	0.3%	-3%	88%	0	-2%	-5%	-6%	-33%	-3%	-4%	1%
O=C(COC(=O)c1sc2ccccc2c1Cl)NCC1CCCCC1	-0.1%	-2%	1%	-2	2%	3%	0%	-13%	-9%	-12%	6%
CCOC(=O)C1=C(O)C(=O)N(c2ccc(S(N)(=O)=O)cc2)C1c1cccc([N+](=O)[O-])c1 (stereo not drawn)	0.2%	-1%	0%	0	4%	0%	-1%	?	3%	26%	11%
C=CCN(C(=O)Nc1ccc(F)cc1)C1CC(=O)N(c2ccc(OC)cc2)C1=O (stereo not drawn)	0.0%	1%	1%	-5	·	-6%	3%	19%	0%	0%	3%
Cn1cc([N+](=O)[O-])c(C(=O)Nc2ccn(Cc3c(F)c(F)cc(F)c3F)n2)n1	-0.2%	-2%	1%	3	·	-3%	-3%	-54%[inhibitor]	-22%	-5%	1%
O=C(Nc1ccc([N+](=O)[O-])cc1)N1CCCCC1	0.3%	0%	5%	?	0%	7%	-4%	?	1%	13%	2%
Cc1cc(Oc2ccccc2)nc(OCC#N)n1	-0.4%	8%	8%	·	3%	-7%	-1%	5%	-2%	5%	0%
Cc1ccc(S(=O)(=O)CCC(=O)N(CCCN2CCOCC2)c2nc3ccccc3s2)cc1	9.5%	-1%	-86%[inhibitor]	5	?	4%	-3%	-53%[inhibitor]	22%	14%	0%
O=C(N/C(=C\c1ccc(Br)cc1)C(=O)N1CCOCC1)c1ccccc1Cl	5.0%	·	11%	3	-2%	-10%	-3%	15%	8%	-9%	0%
Cc1cc(=O)[nH]c(N/N=C/c2ccc(OC(=O)c3cccnc3)cc2)n1	0.4%	3%	-24%	-3	5%	2%	6%	5%	7%	-17%	-14%

Reprinted from the part before: two compounds; new compounds follow.
SMILES	B2AR arrestin	S-ASM inh	BRCA1 expr up	TRPV1 agonist	uPA generation	ELG1 genotoxic	TSG101-PTAP inh	Integrin act MD	p53 reactivation	Eya2 inh	USP2a inh
O=C(N/C(=C\c1ccc(Br)cc1)C(=O)N1CCOCC1)c1ccccc1Cl	5.0%	·	11%	3	-2%	-10%	-3%	15%	8%	-9%	0%
Cc1cc(=O)[nH]c(N/N=C/c2ccc(OC(=O)c3cccnc3)cc2)n1	0.4%	3%	-24%	-3	5%	2%	6%	5%	7%	-17%	-14%
O=C(Cc1ccc(-c2ccccc2)cc1)NC(c1ccccc1)c1ccccc1	-1.0%	2%	-32%	-4	-4%	4%	-2%	17%	-13%	-5%	0%
CC1(C)CC(=O)C(N=Nc2cccnc2)=C(O)C1	-0.1%	0%	2%	1	1%	3%	-6%	-48%[inhibitor]	1%	6%	-4%
CCOc1ccc(-n2c(=O)c3c(C)c(C)sc3n(CC(=O)NCc3ccco3)c2=O)cc1	-0.2%	-6%	-2%	5	·	?	-3%	-21%	-3%	8%	-1%
C=C(C)CNC(=S)NNC(=O)CCn1c2cc(Cl)ccc2c2ccc(Cl)cc21	-0.6%	-9%	-46%	1	4%	-9%	0%	36%	-4%	-13%	-5%
CCn1cc(CCCC(=O)NCc2ccc(OC)cc2)c2ccccc21	-0.3%	-4%	53%	?	-8%	-2%	-10%	41%	-7%	-18%	0%
Cc1cc(OCC(=O)Nc2ccncc2)ccc1[N+](=O)[O-]	0.2%	-2%	-7%	20	-6%	-7%	1%	5%	-4%	-6%	2%
CCN(CC)C(=O)Cn1cc(C(=O)C(=O)NCC2COc3ccccc3O2)c2ccccc21 (stereo not drawn)	-0.8%	-8%	-11%	1	4%	-1%	-1%	-13%	0%	4%	1%
CC(NC(=O)/C=C/c1ccc(Br)cc1)c1ccc(Cl)cc1 (stereo not drawn)	-0.2%	-3%	6%	?	0%	-2%	2%	?	-1%	15%	6%
Cc1cccc(N/C(N)=N/c2nc(C)cc(C)n2)c1	-0.1%	-2%	-27%	·	-2%	-2%	-1%	-10%	-4%	16%	0%
CCc1ccc(NC(=O)CSc2ccc(-c3ccco3)nn2)cc1	0.0%	-4%	10%	7	-2%	-2%	1%	-34%	9%	-1%	1%
CCC1(CC)NC(=O)N(CC(=O)OCC(=O)Nc2ccc(C(F)(F)F)cc2)C1=O	-0.8%	-1%	1%	3	-1%	4%	-7%	-6%	-4%	-8%	2%
O=C(NCc1cccs1)c1cc(-c2ccccn2)nc2ccc(Br)cc12	5.6%	-1%	4%	15	2%	6%	-3%	-5%	2%	-4%	1%
Cc1nc(NC(=O)CSc2nncs2)c(Cl)cc1Cl	0.2%	6%	-3%	-1	3%	0%	-3%	10%	-4%	-3%	5%
CC(=O)c1cccc(NC(=O)c2ccc3c(Cl)c4c(nc3c2)CCCC4)c1	-0.2%	4%	32%	?	-3%	0%	-1%	-25%	-5%	-7%	1%

Bioassay records (PubChem)
